Bioassay records deposited in PubChem by National Center for Advancing Translational Sciences (NCATS).
GLS inh = blocks human kidney-isoform glutaminase activity | O94925 | GLS enzymatic activity, qHTS titration | Potency, µM (titrated, usually from 45.5 µM), for inactives: at the highest dose activity change, negative = inhibition, most hits filed as inhibitors | 410,000 compounds, 0.21% hits; also: potency is read from the fitted curve at half-maximal effect; % is scaled to controls: 0 for no effect and ±100 for the full control effect
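hKGA in 45 mM KH2PO4 pH 8.2, 0.02% Tween-20 with pin-transferred compounds; 1 mM L-glutamine (stock) plus glutamate oxidase/HRP/Amplex Red coupling added. Fluorescence read initially and after 30 min at RT.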
JMJD2A Tudor = JMJD2A Tudor domain (human) inhibition; O75164; AlphaScreen JMJD2A-Tudor / H3K4me3 peptide binding; Potency, µM (top dose mostly 114 µM), inactives show at the top dose activity change, negative = inhibition, hits mostly inhibitors; 390,000 compounds, 4.4% hits; also: potency is read from the fitted curve at half-maximal effect; % is scaled to controls: 0 for no effect and ±100 for the full control effect; nearly all actives have a fitted effect of over 50% in size
BAZ2B inh = BAZ2B (human) inhibition; Q9UIF8; 360,000 compounds, 4.4% hits; Potency, µM (doses to about 114 µM), for inactives: top-dose activity change, negative = inhibition, most hits filed as inhibitors; AID 504333; AlphaScreen BAZ2B-H3K14Ac peptide displacement; also: potency is read from the fitted curve at half-maximal effect; % is scaled to controls: 0 for no effect and ±100 for the full control effect; nearly all actives have a fitted effect of over 60% in size
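Compounds, titrated to a top concentration of 110 uM, were incubated 30 min at room temperature with preformed BAZ2B/acetyl-K14 H3 peptide complex (50 nM each). Proximity signal was measured by AlphaScreen after 20 min with beads.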
HP1b binding inh = HP1-beta chromodomain-methylated histone interaction inhibition. P83916. AlphaScreen HP1-beta / biotin-H3K9me3 peptide binding. Potency, µM (top dose mostly 114 µM), for the others: at the top dose activity change, negative = inhibition, most hits filed as inhibitors. 390,000 compounds, 0.56% hits. AID 540317; also: potency is read from the fitted curve at half-maximal effect; nearly all actives have a fitted effect of over 70% in size; inactives centre near 23
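Compound inhibition of the preformed complex between 50 nM HP1-beta and 50 nM biotinylated H3K9me3 peptide was read by AlphaScreen. Buffer was PBS pH 7.4 with 0.01% Tween-20. Incubations ran 30 min at room temperature, with 10 ug/mL donor/acceptor beads.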
PGK inhibitor = blocks T. brucei phosphoglycerate kinase | P07378 | PGK/GAPDH coupled, Kinase-Glo luminescence, 60 min | Potency, µM (series often up to 57.5 µM), for inactives: at the top dose activity change, negative = inhibition, actives largely listed as inhibitors | 380,000 compounds, 0.043% hits; also: potency is read from the fitted curve at half-maximal effect; % is scaled to controls: 0 for no effect and ±100 for the full control effect; nearly all actives have a fitted effect of over 60% in size
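Luminescent ATP detection (Kinase-Glo Plus) follows a 60-minute room-temperature incubation, with wells lacking PGK as controls. Buffer: 100 mM TEA (pH 7.6), 5 mM MgCl2, 0.01% Tween-20. Coupling enzyme GAPDH (100 nM final) supplies unstable 1,3-BPG in-well.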
Pin1 inh = inhibitors of human Pin1 | Q13526 | Pin1 FP peptide displacement, HiFluor488, 10 min | Potency, µM (top dose mostly 115 µM), for the others: at the highest dose activity, negative = inhibition, usual class: inhibitors | 390,000 compounds, 0.009% hits; active = well fitted inhibition curve with a large enough effect in the polarisation, with a control signal flat, not every such curve was filed as active; inconclusive = small, poorly fitted or top-dose-only effect, or effect the other way, or a change in a side signal; inactive = no such curve, though single readings can be large or run the other way; the % refers to the polarisation; also: potency is read from the fitted curve at half-maximal effect; % is scaled to controls: 0 for no effect and ±100 for the full control effect
ERG-DNA inh = inhibitors of human ERG Ets domain-DNA interaction; fluorescence polarization, His-ERG Ets domain / labelled DNA; Potency, µM (series often up to 76.9 µM), for inactives: at the highest dose FP activity, negative = inhibition, actives largely listed as inhibitors; 370,000 compounds, 0.028% hits; active = well fitted inhibition curve with a large enough effect in the polarisation, with a control signal flat; inconclusive = small, poorly fitted or top-dose-only effect, or effect the other way, or a change in a side signal; inactive = no such curve, though single readings can be large or run the other way; the % refers to the polarisation;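 also: polarization taken with two DNA probes labelled with fluorescein and Texas red; potency is read from the fitted curve at half-maximal effect; % of control where 0% means no effect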
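His-tagged ERG Ets domain (1 uM in the protein solution; 300mM KCl, 50mM Tris-HCl, 1mM EDTA, 1mM DTT, pH 7.5) received compound, then a probe mix of 5 nM fluorescein-DNA and 100nM Texas-615-DNA. Fluorescence polarization was read for both dyes.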
G9a inh = blocks human histone lysine methyltransferase G9a; G9a H3K9 monomethylation, AlphaScreen, 2 h; Q96KQ7; Potency, µM (doses to about 102 µM), for inactives: at the top dose activity, negative = inhibition, usual class: inhibitors; 350,000 compounds, 8.8% hits; also: potency is read from the fitted curve at half-maximal effect; % is scaled to controls: 0 for no effect and ±100 for the full control effect; nearly all actives have a fitted effect of over 75% in size
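Methyltransferase reactions run at room temperature for 2 h (20 nM enzyme, 500 nM biotin-H3K9 peptide, 20 uM SAM) after a 15 min compound preincubation; product detected by AlphaScreen beads and anti-H3K9me1 antibody.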
PI4K2A inh = inhibitors of human PI4K2A; Q9BTU6; purified PI4K2A, ADP-Glo luminescence, 1 h; hits give low values; activity change, negative = inhibition, % at 76.9 µM; 420,000 compounds, 0.13% hits; in the data active = activity change below about -50%; inconclusive = mostly about -30% to -49%;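 also: -100% = wells without enzyme as full effect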
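PI4K2A activity was measured by ADP-Glo luminescence: enzyme (4 ug/mL stock) and phosphatidylinositol (1.2 mM stock) in Tris pH 7.5/MgCl2/EGTA/Triton X-100 buffer were reacted with ATP (300 microM stock) for one hour at ambient temperature.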
Numbers without * were called inactive; i = inactive; u = inconclusive; x = no result given; [ ] = another dose, or the depositor's remark. Unless noted, calls follow the shape of the dose curve; as a rule, active = well fitted curve in the direction sought with a large enough effect; inconclusive = small, poorly fitted or top-dose-only effect, or another doubt; inactive = no such curve, though single readings can be large; an effect the other way counts as inactive or inconclusive.

Molecule	GLS inh	JMJD2A Tudor	BAZ2B inh	HP1b binding inh	PGK inhibitor	Pin1 inh	ERG-DNA inh	G9a inh	PI4K2A inh
COc1ccc(C2C(C(C)=O)=C(C)N=c3s/c(=C\c4cc(C)n(C)c4C)c(=O)n32)c(OC)c1 (centres undefined)	2%	u	u	1%	-4%	u	u	u	-3
N#CC1(Nc2cccc(Br)c2)C(=O)Nc2ccccc21 (centres undefined)	-20%	-15%	-12%	-3%	-10%	2%	-5%	x	1
CCCCOC(=O)c1[nH]c2c(c1C)C(=O)CC(c1cc(OC)c(OC)c(OC)c1)C2 (centres undefined)	-2%	-20%	-29%	42%[activator]	-1%	1%	12%	u	-4
O=C(O)c1ccc2c3c(cccc13)C(=O)N(c1cccc3ccccc13)C2=O	157%[activator]	-25%	-2%	18%	-3%	-11%	3%	x	-7
O=C(O)c1cc(O)c2c(c1)[C@H]([C@H]1c3cc(C(=O)O)cc(O)c3C(=O)c3c(O[C@@H]4O[C@H](CO)[C@@H](O)[C@H](O)[C@H]4O)cccc31)c1cccc(OC3O[C@H](CO)[C@@H](O)[C@H](O)[C@H]3O)c1C2=O (some centres undefined)	u	0.32µM*	0.79µM*	u	u	0.71µM*	u	1.3µM*	-64*
COc1ccccc1N(C)S(=O)(=O)c1ccc(C(=O)Nc2cccc(Br)c2)cc1	-12%	-22%	x	13%[57 µM]	1%	15%	4%	x	-1
CC(C)n1c(=NC(=O)c2ccco2)c(C#N)cc2c(=O)n3ccccc3cc21	-11%	-18%	4%	34%	-5%	-2%	9%	u	-9
Cc1ccc2sc(N3CCN(C(=O)C4COc5ccccc5O4)CC3)nc2c1C (centres undefined)	6%	-13%	6%	28%	i	2%	-2%	2%[59 µM]	5
COc1ccccc1CNC(=O)COC(=O)CCC(=O)c1cccs1	3%	-9%	3%	13%	i	0%	-9%	39%[activator][12.7 µM]	5
Cc1ccc(SCC(=O)Nc2ccc(N3CCN(c4ccccc4)CC3)c(F)c2)cc1	0%	33%	3%	44%[activator]	-9%	5%	4%	4%	4
CCOc1ccc(CN2CCNC(=O)C2CC(=O)NC2CCOCC2)cc1 (centres undefined)	-1%	-4%	0%	47%[activator]	-3%	-16%	-11%	81%[activator]	-3
CSc1nsc(SCC(=O)NC2CCCCC2)n1	3%	-6%	9%	18%	0%	-1%	-2%	12%[12.7 µM]	-5
CC1CN(C(=O)CNC(=O)COc2ccccc2)CC(C)O1 (centres undefined)	-5%	-2%	x	33%	2%	2%	3%	x	-2
O=C(O)c1ccc(Oc2ccccc2)o1	-4%	-16%	-20%	24%	-13%	-2%	6%	4%	4
CCN1CCN(c2ccc(S(=O)(=O)N3CCCCC3)cc2NC(=O)c2cccc(Cl)c2)CC1	-3%	u	u	-15%	-7%	1%	4%	32µM*	-1
O=C(NNS(=O)(=O)c1ccc(F)cc1)c1ccccc1F	-4%	-13%	-4%	29%	1%	1%	-22%	26%	5
COc1cc(S(=O)(=O)Nc2ccc(C)cc2)ccc1N=Cc1c(C)[nH]n(-c2ccc(C)cc2)c1=O	-2%	u	-11%	-7%	-3%	15%	9%	-15%[59 µM]	-9
O=C(NC1CCCCC1)C(c1cccs1)N(C(=O)Cc1c[nH]c2ccccc12)c1ccc(F)cc1 (centres undefined)	x	2%	u	14%	-7%	-11%	-2%	u	0
COc1ccccc1NS(=O)(=O)c1ccc2oc(N)nc2c1	1%	-8%	2%	-9%	-1%	0%	4%	25µM*	-2
O=C(c1ccc(CNS(=O)(=O)c2cccc(C(F)(F)F)c2)cc1)N1CCOCC1	1%	-22%	-1%	-4%	i	-5%	2%	-34%[12.7 µM]	-11
O=S(=O)(Nc1nccs1)c1ccc(NCc2cc(Br)cc(Br)c2O)cc1	37%[activator]	u	u	-13%	-2%	6%	12%	-44%	-5
CCOc1ccc(N(CC)S(=O)(=O)N2CCCC(C(=O)Nc3cc(Cl)ccc3OC)C2)cc1 (centres undefined)	-2%	-7%	-12%	42%	-7%	9%	2%	0%[59 µM]	0
COc1ccccc1/C=C/CN1CCNC(=O)C1CC(=O)NCCc1cnccn1 (centres undefined)	-4%	-7%	0%	30%	-8%	1%	-2%	16%	3
CCn1c(SCC(=O)n2c(C)c(C)c3ccccc32)nnc1-c1ccco1	-2%	-19%[57.1 µM]	-2%	12%	-10%	2%	-4%	-11%[12.7 µM]	-4
CC(C)(C)[C@H]1COC(=O)[C@H](NC(=O)OCC2c3ccccc3-c3ccccc32)C/C=C\C[C@@H](CC(=O)N(CCO)Cc2ccccc2)C(=O)N1	4%	-24%	x	22%	8%	u	3%	x	0
CC(NC(c1ccccc1)c1ccccc1)C(=O)N1CCCc2ccccc21 (centres undefined)	5%	-10%	-4%	35%	1%	11%	0%	21%	-2
CS(=O)(=O)c1ccc2nc(NC(=O)c3ccc(S(=O)(=O)NCC4CCCO4)cc3)sc2c1 (centres undefined)	3%	-15%	x	34%	-12%	11%	6%	-32%	0
N#CCC(CNc1ncc(C(F)(F)F)cc1Cl)OC(=O)c1cccc(C(F)(F)F)c1 (centres undefined)	-5%	9%	18%	58%	-7%	2%	x	0%[59 µM]	5
CCS(=O)(=O)Nc1cccc(C2=NN(S(=O)(=O)c3ccc(C)cc3)C(c3cccs3)C2)c1 (centres undefined)	4%	-21%	2%	10%	2%	45%[activator]	6%	10%[59 µM]	0
Cc1nn(CC(=O)N2CCC(C(N)=O)CC2)c(=O)c2nn(-c3ccccc3)c(C)c12	-6%	-14%	-11%	1%	i	-6%	12%	11%	6
CNCC(=O)Nc1ccc(OC(F)(F)F)cc1	-6%	6%	-2%	15%	7%	-2%	2%	-1%	-2
Cc1cc(SCC(=O)NCc2ccc(Cl)cc2)nc(=O)[nH]1	-10%	-2%	2%	40%[activator]	1%	8%	1%	3%[59 µM]	0
O=C(Nc1cccc(S(=O)(=O)N2CCCCC2)c1)c1ccccc1NS(=O)(=O)c1ccc(F)cc1	12%	-28%	-26%	10%	i	10%	9%	u	-3
CC(C)c1nnc(NC(=O)c2cc3cc(Br)ccc3oc2=O)s1	1%	-1%	-7%	18%	-4%	-9%	1%	2%[12.7 µM]	-16
COc1ccc(-c2noc(-c3ccc(NCc4ccc(C)cc4)c([N+](=O)[O-])c3)n2)cc1OC	-10%	-14%	-1%	15%	-5%	21%	2%	-6%[59 µM]	4
COc1ccccc1C(=O)OCC(=O)c1ccc(CNC(C)=O)s1	2%	-9%	x	34%	2%	-1%	-1%	x	2
Cc1ccc(S(=O)(=O)Nc2cccc(-n3cnnn3)c2)cc1C(=O)O	-11%	-3%	-19%	16%[57 µM]	-2%	-8%	-2%	u	-6
CC1CCN(C(=O)C2CCC(=O)N(Cc3ccc(Cl)cc3)C2)CC1 (centres undefined)	-11%	-18%	-3%	2%	-8%	0%	15%	2%	-8
COC(=O)c1ccc(NC(=O)CSc2nc(C)cc(=O)[nH]2)cc1	9%	-12%	u	30%	-5%	-3%	8%	-19%	-6
COc1cccc(OC)c1NC(=O)C1CCCN1C(=O)Nc1cccc(Cl)c1 (centres undefined)	10%	u	7%	23%	1%	2%	-2%	33%	-3
COC(=O)c1sc(NC(=O)COc2cccc3ccccc23)nc1C	2%	-10%	1%	26%	-7%	7%	-5%	-3%[59 µM]	-9
O=C(COC(=O)Cc1ccc(Br)cc1)NCc1cccs1	2%	-18%	x	17%	-3%	0%	-1%	x	5
COCCNC(=O)CSc1nc2scc(-c3ccccc3)c2c(=O)[nH]1	0%	-10%	-23%	14%	-2%	38%[activator]	7%	50µM*	-11
COc1cccc(C2CC(=O)Nc3cc4c(cc32)OCO4)c1OC(C)C (centres undefined)	-2%	u	-26%	-7%	7%	1%	1%	u	-5
O=C(OCC(=O)N1N=C(c2ccc(Cl)cc2)CC1c1ccco1)c1cncc(Br)c1 (centres undefined)	-8%	u	x	-14%[57 µM]	-10%	23%	5%	x	-4
Cc1ccc(S(=O)(=O)C2(C(=O)N3CCN(C4CCCCC4)CC3)CC2)cc1	-2%	-14%	15%	44%[activator]	i	-2%	1%	28%[59 µM]	1
Cc1ccc(S(=O)(=O)N2CCSC2C(=O)O)cc1 (centres undefined)	-26%	-27%	-2%	13%	-11%	7%	-2%	4%[59 µM]	1
COc1ccc(OCCC(=O)NC2=NCCS2)cc1	-21%	-14%	u	33%[activator]	-9%	-1%	1%	-36%[59 µM]	3
O=C(COc1ccc(Br)cc1CO)Nc1ccc(S(=O)(=O)N2CCCC2)cc1	7%	-23%	5%	7%	-6%	4%	-4%	u	0
COc1ccc(C)cc1NC(=O)C(NC(=O)c1cc(OC)c(OC)c(OC)c1)C(C)C (centres undefined)	0%	40µM*	x	u	-8%	-1%	17%	1%	5
Cc1csc(=O)n1CCC(=O)OCC(=O)Nc1ncc(Cl)cc1Cl	-6%	-19%	u	-20%	-22%	-7%	u	45µM*	2
